Compound activity deposited in PubChem BioAssay by National Center for Advancing Translational Sciences (NCATS).
UDG counterscr – Primary qHTS assay for inhibitors of Activation Induced Cytidine Deaminase (AID): UDG Counterscreen signal | FRET deamination/UDG coupled assay, UDG read, 4 h | Potency, µM (top dose mostly 115 µM), without a hit: top-dose activity change, negative = inhibition, usual class: inhibitors | 91,000 tested, 0.14% active | Uracil-DNA glycosylase; also: nearly all actives have a fitted effect of over 65% in size
AID inhibitor – Primary qHTS assay for inhibitors of Activation Induced Cytidine Deaminase (AID): AID signal; AID deamination FRET fluorescence, UDG-coupled, 4 h; Potency, µM (titrated, usually from 115 µM), for inactives: at the top dose activity change, negative = inhibition, usual class: inhibitors; 91,000 tested, 0.32% active; also: nearly all actives have a fitted effect of over 25% in size
Target sequence (Q9GZX7 whole entry, looked up): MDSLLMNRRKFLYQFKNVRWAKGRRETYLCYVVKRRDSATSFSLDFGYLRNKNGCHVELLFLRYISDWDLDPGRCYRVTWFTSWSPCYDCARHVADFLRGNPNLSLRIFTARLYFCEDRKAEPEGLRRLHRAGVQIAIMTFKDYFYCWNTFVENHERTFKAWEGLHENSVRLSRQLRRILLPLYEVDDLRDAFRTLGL
* = called active by the depositor; ? = inconclusive; [ ] = dose if it differs, or a comment. Calls follow the shape of the dose curve; as a rule, active = well fitted curve in the direction sought with a large enough effect; inconclusive = small, poorly fitted or top-dose-only effect, or another doubt; inactive = no such curve, though single readings can be large; an effect the other way counts as inactive or inconclusive. % is scaled to controls: 0 for no effect and ±100 for the full control effect; potency is read from the fitted curve at half-maximal effect. These rows are one share of the data, so the mix of outcomes need not match the whole.

SMILES	UDG counterscr	AID inhibitor
COC(=O)COc1ccc2c(=O)c(-c3ccccc3)c(C(F)(F)F)oc2c1	-2%	-1%
CCOC(=O)c1c(NC(=O)C2CCCO2)sc(C(N)=O)c1C (configuration not stated)	5%	3%
N#Cc1cccc(NS(N)(=O)=O)c1	7%	1%
CN(C)c1cccc(C(=O)NNc2c(Cl)cc(Cl)cc2Cl)c1	-3%	-12%
CN(Cc1ccc(Br)cc1)C(=O)Cn1nnn(-c2cccs2)c1=O	-11%	-9%
Cc1ccc(C(=O)N(C)C)cc1NC(=O)CC1CC2CCC1C2 (configuration not stated)	-3%	1%
C=CCNC(=O)Nc1ccc(CC#N)cc1	-3%	2%
CC(=O)N1N=C(c2ccc3c(c2)OCO3)CC1c1ccc2nccnc2c1 (configuration not stated)	2%	-6%
CCOc1ccc2nc(NC(=O)c3nn(Cc4ccccc4)c(=O)c4ccccc34)sc2c1	1%	-4%
COc1ccc(CNC(=O)CN2C(=O)CSc3ccc(S(=O)(=O)N4CCCC4)cc32)cc1	1%[57.5 µM]	-3%
CCOC(=O)CNc1nc(Oc2ccc(=O)n(C)n2)nc(N(CC)CC)n1	1%	12%
O=C(CCN1CCC(c2ccccc2)C1)c1cccs1 (configuration not stated)	-6%	-21%
CCOC(=O)N1CCc2c(sc3c2c(=O)n(-c2ccc(CC)cc2)c(=O)n3CC(=O)Nc2ccc(C)cc2)C1	-2%[57.5 µM]	9%
OCCCc1nc2ccc(Cl)cc2[nH]1	-1%	8%
COc1ccc(CNC(=O)c2ccc3c(c2)nc2n3CCC(C)C2)c(OC)c1 (configuration not stated)	0%[57.5 µM]	-5%
COc1ccc(NC(=O)c2cc[n+]([O-])cc2)cc1	-1%	4%
CCOC(=O)c1cc(NC(=O)c2ccc(-c3ccccc3)cc2)ccc1N1CCOCC1	-7%	-5%
Cc1ccc(NC(=O)CC(C)(C)CC(=O)O)cc1C	4%	2%
COc1cc(C=O)ccc1OCc1ccccc1C#N	4%	-1%
COc1ccc(C2(c3ccc(OC)cc3)C=Cc3c(c(O)cc4ccccc34)O2)cc1	-5%	-3%
COc1ccc(OC)c(CCNC(=O)c2cc3cccc4c3n2CCS4)c1	28%	?
COc1ccc(C)cc1NC(=O)CN1C(=O)COc2ccc(S(=O)(=O)N3CCC(C)CC3)cc21	8%[57.5 µM]	8%
CSc1cccc(NC(=O)c2cnn(-c3ccc(F)cc3)c2-n2cccc2)c1	-6%	?
O=C(CCc1cn(Cc2ccc(F)cc2)c2ccccc12)NCCc1ccc(Cl)cc1	0%	11%
CCCCN(Cc1ccccc1)S(=O)(=O)c1ccc2c(c1)CCN2C(=O)C1CCC1	1%	15%
C=CCn1c(SCCN2CCOCC2)nc2c1c(=O)[nH]c(=O)n2C	3%	5%
Cc1cccc(NC(=O)COc2cccc(/C=N/O)c2)c1C	-9%	-4%
Cc1ccc(S(=O)(=O)N2CCN(CC(=O)NC(C)c3cccs3)CC2)cc1 (configuration not stated)	-3%	-2%
COc1ccccc1CNC(=O)c1cnc2sc(N3CCCCC3)nn2c1=O	0%	-22%
CCn1c(=N)n(CCOc2ccc(Br)cc2)c2ccccc21	-5%	?
COc1ccc(NC(=O)Cn2cnc3c2c(=O)n(C)c(=O)n3C)cc1OC	-6%	4%
OC12CC3CC(C1)CC(NC/C=C/c1ccccc1)(C3)C2	-6%	-9%
Cc1ccc(Oc2c(C(F)(F)F)oc3c(CN4CCC(C)CC4)c(O)ccc3c2=O)cc1	3%[57.5 µM]	-1%
Cc1ccc(CSc2oc(-c3cccs3)nc2S(=O)(=O)c2ccc(C)cc2)cc1	-13%	2%
Cc1cccc(NC(=O)C2CCN(S(=O)(=O)c3ccc4c(c3)CCCC(=O)N4)CC2)c1	2%	-6%
Cc1cccc(NC(=O)CN2C(=O)COc3ccc(S(=O)(=O)Nc4ccccc4)cc32)c1C	-4%	25%
O=C(CN1CCN(C2CCCCC2)C(=O)C1=O)Nc1ccc(Cl)cc1	23%	2%
O=C(Cn1cnc2onc(-c3ccc(F)cc3)c2c1=O)Nc1cccc(C(F)(F)F)c1	-9%	-30%
Cc1ccc(C(=O)CSc2ncc3c(n2)-c2ccccc2N(Cc2ccc(Cl)cc2)S3(=O)=O)cc1	0%	26%
CCc1ccc(C(C)NC(=O)CSc2nnc(C3CC3)n2CC(N)=O)cc1 (configuration not stated)	-7%	-7%
Cc1ccc(-c2nc3c(c(SCC(=O)Nc4ccccc4Cl)n2)Cc2c(CO)cnc(C)c2O3)cc1	7%	10%
C/C(=N/Nc1ccc([N+](=O)[O-])cc1)c1ccncc1	-9%	-20%
CCCCN1CCn2c(nc3cc(NC(=O)Cn4nc(C)c5ccccc5c4=O)ccc32)C1	-2%	-8%
NS(=O)(=O)c1ccc(N/N=C/C=C/c2ccccc2)c([N+](=O)[O-])c1	-2%	-10%
CCOC(=O)c1c(S(=O)(=O)N2CCCC(C(=O)Nc3cc(C)ccn3)C2)c(C)n(C)c1C (configuration not stated)	4%	13%
CCC(=O)N1CCc2cc(Br)cc(S(=O)(=O)N3CCCC(C(=O)Nc4ccc(OC)c(Cl)c4)C3)c21 (configuration not stated)	-8%	-1%
O=C(/C=C/c1ccccc1Cl)Nc1ccccc1C(F)(F)F	-8%	-2%
Cc1ccnc2nc(C(=O)OCC(=O)Nc3ccc(OC(F)F)cc3)nn12	0%	2%
COc1ccc(NC(=O)c2cc(S(=O)(=O)N3CCCCC3)c[nH]2)cc1Cl	12%	2%
Cc1ccc(S(=O)(=O)Oc2ccc3c(C)cc(=O)oc3c2)cc1	7%	-21%
COc1ccc(N2CCN(C(=O)CNS(=O)(=O)c3ccc(Br)s3)CC2)cc1	-19%	-11%
CCn1c(=O)c2sccc2n2c(CCCC(=O)N3CCN(c4ccc(F)cc4)CC3)nnc12	2%	-19%
CNc1nc(-c2cc(C)n(-c3c(C)n(C)n(-c4ccccc4)c3=O)c2C)cs1	18%	53%[activator]
FC(F)(F)c1cccc(-n2c(-c3ccc(Br)cc3)c[n+]3c2CCc2ccccc2-3)c1	-8%	-21%
O=C(C1CCC(Cn2c(=O)c3sccc3n(Cc3ccccc3F)c2=O)CC1)N1CCCCC1 (configuration not stated)	-6%	25µM*
COc1ccc(/C=C/c2nc3ccccc3s2)c(OC)c1OC	1%	-7%
CCOC(=O)c1cccc(NC(=O)C2CCN(S(=O)(=O)c3c(C)noc3/C=C/c3ccc(C)cc3)CC2)c1	-4%	-4%
CCN(Cc1ccc2c(c1)OCCO2)C(=O)Cn1cnc2c(cnn2C)c1=O	-4%	-10%
Cc1ccc(-n2ncc3c(=O)n(Cc4cccc(C(F)(F)F)c4)cnc32)cc1C	1%	8%
Cc1ccc2oc(=O)c3cnn(CC(=O)N(C)c4ccc(F)cc4)c3c2c1	4%	-3%

Continued; it opens with the 5 that closed the last part.
SMILES	UDG counterscr	AID inhibitor
COc1ccc(/C=C/c2nc3ccccc3s2)c(OC)c1OC	1%	-7%
CCOC(=O)c1cccc(NC(=O)C2CCN(S(=O)(=O)c3c(C)noc3/C=C/c3ccc(C)cc3)CC2)c1	-4%	-4%
CCN(Cc1ccc2c(c1)OCCO2)C(=O)Cn1cnc2c(cnn2C)c1=O	-4%	-10%
Cc1ccc(-n2ncc3c(=O)n(Cc4cccc(C(F)(F)F)c4)cnc32)cc1C	1%	8%
Cc1ccc2oc(=O)c3cnn(CC(=O)N(C)c4ccc(F)cc4)c3c2c1	4%	-3%
CN(CC(=O)NC(N)=O)Cc1ccc(F)c(F)c1	7%	3%
O=C(Oc1ccc(OC(=O)C2CCCCC2)c(Cl)c1)C1CCCCC1	-29%	5%
CCOc1ccc(C(c2c(O)cc(C)n(CCOC)c2=O)N2CCN(c3ccccc3F)CC2)cc1 (configuration not stated)	21%	9%
Cc1cc2c(cc3c(SCc4nc(-c5ccccc5)oc4C)nnc(C)n32)o1	-3%	19%
O=C(COC(=O)c1cccc(S(=O)(=O)N2CCc3ccccc32)c1)Nc1ccc2c(c1)OCCO2	1%	-3%
CC1CCC(C(C)C)C(OC(=O)COC(=O)c2ccc(CSc3ccc(Cl)cc3)cc2)C1 (configuration not stated)	4%	-4%
COc1ccc(NC(=O)c2sc3nc(C)c(C(=O)Nc4ccc(C)cc4C)c(-c4sccc4C)c3c2N)cc1	-11%	-13%
Cc1ccc(-c2nc(Cn3cnc(C#N)n3)co2)cc1	-4%	-3%
CNC(=O)C1CCCC1	-6%	-7%
COc1ccc(C2CC(=O)NC(SCC(=O)Nc3cc(Cl)cc(Cl)c3)=C2C#N)cc1OC (configuration not stated)	0%	-4%
COc1ccc(-c2coc3cc(OCC(=O)N4CCN(c5ccc(F)cc5)CC4)ccc3c2=O)cc1	50%[activator]	-1%
O=C(O)C12CC3(Br)CC(Br)(CC(Br)(C3)C1)C2	-1%	-6%
Cc1cc(-c2c(C)n([O-])c(C)c(C)[n+]2=O)ccc1F	4%	-4%
COc1ccc(Nc2oc(COc3ccc(OC)cc3)nc2C#N)cc1	6%	9%
COc1cccc(C(=O)Nc2cccc(NC(=O)c3ccc(Cl)cc3Cl)c2)c1	-5%[57.5 µM]	?
CSc1ccc(C2C(C#N)=C(N)Oc3c2ccc2ccccc32)cc1 (configuration not stated)	-15%	57%[activator]
S=C(Nc1ccc(Cl)cc1)NC1CC1	-8%	-6%
COc1ccc(NC(=O)c2ccco2)cc1NC(=O)COc1cc(C)cc(C)c1	-3%	10%
COc1c(Cl)cc(C(N)=O)cc1Cl	-1%	-8%
CCCN(CCC)C(=O)Cn1c(=O)n(-c2ccc(Cl)c(Cl)c2)c(=O)c2c(C)c(C(=O)N(C)C)sc21	-4%[57.5 µM]	-1%

Full records, looked up by structure. Order of values: UDG counterscr	AID inhibitor
C=CCNC(=O)Nc1ccc(CC#N)cc1 in the list: -3%	2%
COc1c(Cl)cc(C(N)=O)cc1Cl in the list: -1%	-8%
CCCN(CCC)C(=O)Cn1c(=O)n(-c2ccc(Cl)c(Cl)c2)c(=O)c2c(C)c(C(=O)N(C)C)sc21 in the list: -4%[57.5 µM]	-1%
S=C(Nc1ccc(Cl)cc1)NC1CC1 in the list: -8%	-6%
N#Cc1cccc(NS(N)(=O)=O)c1 in the list: 7%	1%

Remaining list, next part
SMILES	UDG counterscr	AID inhibitor
CCn1cc(S(=O)(=O)N2CCN(c3ccccc3)CC2)cn1	0%	-2%
COc1ccc(Cl)cc1NC(=O)Cn1c(=O)n(-c2ccc(C)cc2)c(=O)c2ccc(C(=O)NCc3ccccc3Cl)cc21	1%	6%
CC1CCc2c(c(-c3ccccc3O)nc3ccc4ccccc4c23)C1 (configuration not stated)	-7%	-11%
Cc1ccc(-c2nnn(CC(=O)N(CC(=O)NCCC(C)C)c3ccc(F)cc3)n2)cc1	-2%	23%
CC(C)c1nnc(NC(=O)c2nc(S(=O)(=O)Cc3ccccc3)ncc2Cl)s1	-16%	?
CCCCn1c(SCC(=O)c2cc(C)n(C3CC3)c2C)nc2cc(S(N)(=O)=O)ccc21	5%	0%
CCn1c(SCC(=O)Nc2ccccc2C)nc2nc3c(cc2c1=O)COC(C)(C)C3	-2%	2%
COc1cccc(-c2nc(CC(=O)NC3CCN(Cc4ccccc4)CC3)cs2)c1	-2%	-1%
Cc1cc(C)c2c(CC(=O)N(Cc3ccc(Cl)cc3)Cc3ccco3)coc2c1	-16%	?
CC(C)CCn1nc(C(=O)NCc2ccc(F)cc2)c2ccccc2c1=O	0%	-24%
CCCCCNCc1ccc(C)s1	-5%	-4%
CCONC(=O)c1ccc2c(c1)NC(=O)CS2	-5%	-4%
Cc1ccccc1-c1noc(-c2cccnc2N(C)Cc2ccc(Cl)cc2)n1	-8%	35%[activator]
COC(=O)CC(NC(=O)C12CC3CC(CC(C3)C1)C2)C(=O)OC (configuration not stated)	0%	3%
Cc1ccc(C)c(NC(=O)CCc2c(C)n(C)c3cc(-c4ccccc4C)nn3c2=O)c1	-1%	?
CCOC(=O)Nc1ccc(N2CCn3c(nc4ccccc43)C2)cc1	-7%	-3%
CCOC(=O)c1nc(NCc2ccc(OC)cc2)c2ccccc2n1	-5%	3%
Cc1ccc(C)c(S(=O)(=O)NCCc2ccc(Cl)cc2)c1	5%	-4%
CC1Cc2cc(S(=O)(=O)NCCC(=O)N(C)Cc3ccco3)ccc2N1C(=O)C1CC1 (configuration not stated)	1%	-4%
O=C(Cn1c(-c2cccs2)cc2cc(F)ccc21)NCCCN1CCN(c2ccc(F)cc2)CC1	0%	12%
Cc1cccc(Cn2c(COc3ccc(Cl)cc3)nc3ccccc32)c1	?	3%
Cc1ccc(NC(=O)C(=O)NCC(c2cccnc2)N2CCN(Cc3ccccc3)CC2)cc1C (configuration not stated)	-6%	-28%
